Bioassay records (PubChem BioAssay)
RGS4 inh = inhibitors of human RGS4 | P49798 | B-score at 10 µM | AID 463165 | 310,000 compounds, 0.45% hits | HEK293 M3R/RGS4 inducible, Fluo-4 calcium flux; stronger effect = higher value; triggered by carbachol at its EC20;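 active = B-score, a plate-corrected calcium signal, over three deviations above library mean, with baseline fluorescence within five deviations of library mean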;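 note: RGS4 expression induced by doxycycline in cells with stable M3 receptor; B-score is computed from the integrated fluorescence ratio over baseline after carbachol; higher B-score means a larger calcium signal and so more RGS4 inhibition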
Target sequence (P49798 whole entry, looked up): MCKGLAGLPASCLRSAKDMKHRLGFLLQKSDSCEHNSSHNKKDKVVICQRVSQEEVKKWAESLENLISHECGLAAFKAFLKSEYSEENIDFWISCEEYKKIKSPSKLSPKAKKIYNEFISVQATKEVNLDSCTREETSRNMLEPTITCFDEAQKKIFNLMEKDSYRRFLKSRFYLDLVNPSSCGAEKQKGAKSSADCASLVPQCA
TRPC6 activator = mouse TRPC6 channel activation; Q61143; B-score at 10 µM; HEK293-TRPC6 membrane potential dye fluorescence; stronger effect = higher value; 310,000 compounds, 0.13% hits;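 active = B-score of the integrated fluorescence ratio above library mean plus 3 SD, and starting fluorescence ratio within library mean plus 5 SD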;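 note: higher score means more depolarization so channel activation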
MrgX1 ag = activates human MrgX1 receptor signaling. Q96LB2. MrgX1-HEK293 cells, Fluo-4 calcium fluorescence, agonist mode; stronger effect = higher value. B-score at 10 µM. 310,000 compounds, 0.44% hits. AID 588627;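 active = calcium response B-score plate-corrected fluorescence ratio at least 3 library SD, with starting fluorescence B-score inside 5 SD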
Target sequence (Q96LB2 whole entry, looked up): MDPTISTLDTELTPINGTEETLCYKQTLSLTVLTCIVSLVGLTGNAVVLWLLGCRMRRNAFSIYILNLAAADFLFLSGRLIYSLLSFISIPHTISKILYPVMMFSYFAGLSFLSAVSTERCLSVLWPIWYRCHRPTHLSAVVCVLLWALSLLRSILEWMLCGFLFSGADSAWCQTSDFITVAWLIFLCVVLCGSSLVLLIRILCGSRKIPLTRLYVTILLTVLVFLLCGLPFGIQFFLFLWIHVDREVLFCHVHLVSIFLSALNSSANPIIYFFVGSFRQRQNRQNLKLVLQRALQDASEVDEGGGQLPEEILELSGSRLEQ
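Test system: HEK293 cells stably expressing human MrgX1 receptor; amount: 15,000 cells per well; doses: compound delivered in addition one of three; times: overnight plating before 1 h dye loading; detection: Fluo-4 NW calcium-flux fluorescence, kinetic read; read-out basis: B-scored fluorescence response ratio; controls: positive and negative controls per plate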
RGS4 pot = RGS4 potentiation or activation. HEK293 M3R/inducible RGS4, carbachol calcium flux Fluo4; stronger effect = lower value. B-score at 10 µM. 310,000 compounds, 0.92% hits;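 active = B-score of the integrated calcium signal more than 4 SD below the library mean, with starting fluorescence not abnormally high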;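 note: negative B-score means reduced calcium response which marks RGS4 activation or potentiation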
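Also added: carbachol at ECmax as muscarinic agonist stimulus; Assay system: HEK293 cells with stable M3R and inducible RGS4; Timing: overnight RGS4 induction, 30 min dye load 37 °C, 20 min compound RT; Measured by: Fluo4-AM (2 µM) calcium-flux fluorescence, kinetic read.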
ANO1 block = blocks the mouse calcium-activated chloride channel TMEM16A. Q8BHY3. HEK293 TMEM16A/YFP iodide influx fluorescence, ionomycin. normalized B-score (activity score, 25-100; higher = stronger inhibition) at 10 µM. 310,000 compounds, 1.2% hits;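 active = ratio plate-corrected score three or more library SD toward inhibition, starting fluorescence score within five deviations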;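 note: score derived from kinetic fluorescence span divided by baseline fluorescence per well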
MrgX1 PAM = human MrgX1 positive allosteric modulation, primary screen; B-score at 10 µM; MrgX1-HEK293, Fluo-4 calcium flux, FDSS; stronger effect = higher value; 310,000 compounds, 0.63% hits; AID 588675; Q96LB2;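 active = plate-corrected calcium response at least 3 library SD above typical, normal starting fluorescence, not activating the receptor alone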;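 note: compound read alongside a low EC10 to EC30 dose of BAM8-22 agonist; peak minus trough fluorescence over baseline measured at the second addition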
SKKanGAS inh = inhibitors of SKKanGAS S. pyogenes growth in kanamycin (SK-promoter or general growth effect). BacTiter-Glo, 6 h. inhibition, % at 7.5 µM. 300,000 compounds, 1.3% hits. AID 1662;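 active = mean replicate score, as percent of positive control median, at least 50; inconclusive = mean below 50 but one replicate at or above 50; inactive = mean and every replicate below 50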;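 note: strain carries kanamycin resistance gene driven by streptokinase promoter and grows in 40 µg/ml kanamycin; loss of luminescence reflects streptokinase promoter inhibition or plain growth inhibition; 0% = median of DMSO wells and 100% = positive control at its reference dose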
HDAC3 inh = human HDAC3 inhibition | recombinant HDAC3, fluorogenic peptide/trypsin coupled, fluorescence | inhibition, % at 8.3 µM | 320,000 compounds, 0.15% hits | AID 2718; in the data active = inhibition above about 26%, passing the limit was not always enough; inconclusive = no clear call, values can overlap the other calls
Target sequence (O15379 whole entry, looked up): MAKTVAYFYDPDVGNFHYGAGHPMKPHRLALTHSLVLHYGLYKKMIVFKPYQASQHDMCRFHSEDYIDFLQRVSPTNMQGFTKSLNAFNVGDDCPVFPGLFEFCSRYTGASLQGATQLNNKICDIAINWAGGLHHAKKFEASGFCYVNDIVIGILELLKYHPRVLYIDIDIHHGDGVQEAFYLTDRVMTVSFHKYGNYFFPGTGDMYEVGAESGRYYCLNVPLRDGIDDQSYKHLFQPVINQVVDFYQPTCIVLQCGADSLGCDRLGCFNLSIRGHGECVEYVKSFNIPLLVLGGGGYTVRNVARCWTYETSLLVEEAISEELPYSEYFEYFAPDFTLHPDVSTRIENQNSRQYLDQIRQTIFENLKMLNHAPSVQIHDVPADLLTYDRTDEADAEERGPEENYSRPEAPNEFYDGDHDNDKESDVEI
TMEM16A act = activates or potentiates the mouse TMEM16A chloride channel; Q8BHY3; HEK293 TMEM16A/YFP-H148Q/I152L, iodide quench fluorescence; stronger effect = lower value; B-score at 10 µM; 340,000 compounds, 0.3% hits;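 active = fluorescence-ratio B-score plate-corrected deviation score at least 3 library SD below zero, with starting fluorescence score within 5 deviations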;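 note: channel opened by trigger with iodide after compound preincubation; score built on the fluorescence ratio of max minus min over baseline; more negative score means more quench and so TMEM16A activation or potentiation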
TRPC6 inh = mouse TRPC6 channel inhibition | B-score at 10 µM | HEK293-TRPC6, membrane potential dye, ACh-evoked depolarization; stronger effect = lower value | 310,000 compounds, 1.1% hits | AID 2553;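 active = B-score under library mean minus 3 SD, initial fluorescence not abnormally high, positive integrated signal ratio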;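 note: B-score derived from integrated fluorescence ratio over the kinetic read; more negative B-score means stronger inhibition of depolarization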
MrgX1 antag = antagonists of human MrgX1 receptor; MRGX1-HEK293 calcium flux, Fluo-4, BAM8-22 antagonism; stronger effect = lower value; B-score at 10 µM; Q96LB2; 310,000 compounds, 1.3% hits;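 active = calcium-response B-score plate-corrected more than 3 library SD below zero, starting fluorescence within 5 deviations, no agonist response on first addition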;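 note: peak minus trough fluorescence over baseline after final BAM8-22 challenge near maximal dose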
* marks the source's active call; other numbers are inactive results; i = inactive; ? = inconclusive; . = not tested or not shown.

SMILES	RGS4 inh	TRPC6 activator	MrgX1 ag	RGS4 pot	ANO1 block	MrgX1 PAM	SKKanGAS inh	HDAC3 inh	TMEM16A act	TRPC6 inh	MrgX1 antag
COC(=O)c1ccccc1NC(NC(=O)c1ccco1)C(=O)c1ccccc1 (stereo unspecified)	i	i	i	i	i	i	-10.2	13.7	i	i	i
CCOC(=O)N1CCC(=NNS(=O)(=O)c2cccc([N+](=O)[O-])c2)CC1	i	i	i	i	i	i	2.5	?	i	i	i
Cc1cc(N2CCC(C)CC2)nc(-n2nc(C)cc2C)n1	i	i	i	i	i	i	95.4*	14.0	i	i	i
COc1ccc(S(=O)(=O)N2CCC(C(=O)NCC3CCCO3)CC2)cc1C (stereo unspecified)	i	i	i	i	i	i	4.2	-3.9	i	i	i
C/C(=N\NC(=O)Nc1ccccc1)c1ccccc1	i	i	i	i	i	i	-6.8	-1.0	i	i	i
O=C1CCCN1CCCn1cnc2c([nH]c3ccc(F)cc32)c1=O	i	i	i	i	i	i	4.7	-13.3	i	i	i
CSc1nnc2c(n1)c(C)nn2-c1ccc(C)cc1	i	i	i	i	i	i	0.6	3.2	i	i	i
CCCC(=O)N(CC(=O)Nc1sc(C)c(C)c1C(N)=O)Cc1ccccc1	i	i	i	i	i	i	-7.7	6.2	i	i	i
COc1ccc2[nH]c(=O)c(CN(Cc3ccco3)C(c3nnnn3Cc3ccccc3)C(C)C)cc2c1 (stereo unspecified)	i	i	i	i	i	i	18.1	0.9	i	i	i
O=C(CCS(=O)(=O)c1ccc(Cl)cc1)NCCc1c[nH]c2ccccc12	i	i	i	i	i	i	0.5	0.7	i	i	i
CCCC(=O)c1ccc(N2CCN(C(=O)c3ccc(Br)cc3)CC2)c(F)c1	i	i	i	i	i	i	2.0	3.2	i	i	i
COCCNC(=S)Nc1ccccc1[N+](=O)[O-]	i	i	i	i	i	i	10.0	0.1	i	i	i
CCOc1ccccc1NC(=O)COc1cccc(-n2cnnn2)c1	i	i	i	i	i	i	-11.3	-0.9	i	i	i
CCN1CCN(Cc2c(O)ccc3c2O/C(=C\C=C\c2ccccc2OC)C3=O)CC1	i	i	i	i	i	i	9.4	11.7	i	i	i
CCN(C(=S)Nc1cccnc1)c1ccccc1	i	i	i	i	i	i	1.8	13.2	i	i	i
COc1ccc(N=CC2=C(O)CC(c3ccccc3)CC2=O)c(OC)c1 (stereo unspecified)	i	i	i	i	i	i	-8.8	17.3	i	i	i
CCOC(=O)c1c(-c2ccccc2)n(C)c2ccc(O)cc12	i	i	i	i	i	i	-0.2	-0.9	i	i	i
COc1ccc(C)cc1-n1c(C)cc(C=O)c1C	i	i	i	i	i	i	0.0	0.8	i	i	i
CC(=O)N1C(O)CC(C)N1c1ccccc1 (stereo unspecified)	i	i	i	i	i	i	-9.3	-4.8	i	i	i
COCCN(C(=S)Nc1cccc(OC)c1)C1CCN(C(C)C)CC1	i	i	i	i	i	i	-2.3	-5.0	i	i	i
Cc1ccc(CCNC(=O)C2CC(c3ccccc3[N+](=O)[O-])=NO2)cc1 (stereo unspecified)	i	i	i	i	i	i	0.9	-2.9	i	i	i
Cc1ccc(CSCC(=O)N2CCN(c3ccc(F)cc3)CC2)cc1	i	i	i	i	i	i	-4.1	2.8	i	i	i
CCC(C)N(C(=O)Cn1cnc2c1c(=O)n(C)c(=O)n2C)C1CCS(=O)(=O)C1 (stereo unspecified)	i	i	i	i	i	i	-1.8	-4.0	i	i	i
O=[N+]([O-])c1ccc(N2CCCCC2)c(Cl)c1N1CCCCC1	i	i	i	i	i	i	92.7*	-0.3	i	i	i
COCC(=O)NNC(=O)c1ccccc1OC	i	i	i	i	i	i	-8.3	.	i	i	i
CCOC(=O)C1CCN(S(=O)(=O)c2cc(F)ccc2OC)CC1	i	i	i	i	i	i	-0.2	-0.3	i	i	i
COc1ccccc1NC(=O)Cn1nc(-c2ccncc2)nc1SCC(=O)NC1CCCC1	i	i	i	i	i	i	-4.4	2.0	i	i	i
Cc1cccc(NC(=S)NCC23C=CC(O2)C2C(=O)N(c4ccc(Cl)cc4)C(=O)C23)c1 (stereo unspecified)	i	i	i	i	i	i	6.1	0.1	i	i	i
CC(Sc1nnc(-c2ccccc2Br)n1-c1cccc(C(F)(F)F)c1)C(N)=O (stereo unspecified)	i	i	i	i	i	i	-3.1	.	i	i	i
O=S(=O)(c1ccccc1)N(CC1CO1)c1ccccc1 (stereo unspecified)	i	i	i	i	i	i	-3.7	-8.2	i	i	i
COc1ccc(S(=O)(=O)N2CCOCC2)cc1C(=O)N1CCCC1	i	i	i	i	i	i	7.0	1.1	i	i	i
Cc1oc(-c2ccc(Cl)cc2)nc1CN1CCCC(C(=O)NCc2ccco2)C1 (stereo unspecified)	i	15.7*	i	i	i	i	-8.0	3.4	i	-6.7*	i
COc1ccc(N2CCN(C(=O)c3ccc(C)c(Cl)c3)CC2)cc1	i	i	i	i	25*	i	22.9	3.2	i	i	i
COc1ccc(CCOC(=O)c2ccc(N)c([N+](=O)[O-])c2)cc1	i	i	i	i	i	i	22.5	3.9	i	i	i
O=C(N/N=C\c1ccc(COc2ccc([N+](=O)[O-])cc2)o1)c1ccc(Cl)cc1	i	i	i	i	i	i	27.2	-0.5	i	i	i
Nc1ccc(-c2nc3ncccc3o2)c(O)c1	i	i	i	i	i	i	1.2	-61.5	i	i	i
Cc1noc(C)c1NC(=O)NCCN1CCN(Cc2ccccc2)CC1	i	i	i	i	i	i	-7.9	-1.9	i	i	i
Cc1cc(C(=O)COC(=O)Cc2n[nH]c(=O)c3ccccc23)c(C)n1-c1ccc2c(c1)OCCO2	i	i	i	i	i	i	15.3	-0.5	i	i	i
COCCn1c(SCC(=O)c2cccc(OC)c2)nnc1-c1ccco1	i	i	i	i	i	i	2.1	-0.4	i	i	i
COc1cc(OC)cc(C(=O)N2CCN(C3CCCCC3)CC2)c1	i	i	i	i	i	i	-2.4	3.2	i	i	i
CCOC(=O)C1CCCN(C(=O)CCNS(=O)(=O)c2ccc3c(c2)CCC(=O)N3)C1 (stereo unspecified)	i	i	i	i	i	i	3.9	-20.6	i	i	i
CCOc1ncccc1C(=O)OCC(=O)Nc1cc(S(=O)(=O)N2CCOCC2)ccc1Cl	i	i	i	i	i	i	-9.7	-1.6	i	i	i
CCCCCCOC(=O)CCc1c(C)nc(N)[nH]c1=O	i	i	i	i	i	i	-4.0	-3.1	i	i	i
CCCn1c(SCC(=O)OCc2ccccc2)nc2c1c(=O)n(C)c(=O)n2C	i	i	i	i	i	i	21.2	-4.3	i	i	i
Cc1cccc(C)c1N1CCN(CCn2c(=S)[nH]c3ccccc3c2=O)CC1	i	i	i	i	i	i	6.7	1.5	i	i	i
CC1=C(C(=O)NC2CC(C)(C)Cc3c2cnn3-c2cccc(F)c2)OCCO1 (stereo unspecified)	i	i	i	i	i	i	1.8	-5.1	i	i	i
COc1cccc(OC)c1C(=O)Nc1nc2cc3c(cc2s1)OCO3	i	i	i	i	i	i	-3.3	-15.6	i	i	i
CCOC(=O)c1c(C)[nH]c(N=Nc2ccc(OC)cc2)c1C	i	i	i	i	i	i	36.1	19.2	i	i	i
CCC(NC(=O)C1CCC1)c1ccc(C)cc1 (stereo unspecified)	i	i	i	i	i	i	0.3	-2.3	i	i	i
CN(C)C(CNC(=S)Nc1ccc(Cl)cc1)c1cccnc1 (stereo unspecified)	i	i	i	i	i	i	3.0	-7.3	i	i	i
More entries
SMILES	RGS4 inh	TRPC6 activator	MrgX1 ag	RGS4 pot	ANO1 block	MrgX1 PAM	SKKanGAS inh	HDAC3 inh	TMEM16A act	TRPC6 inh	MrgX1 antag
CC12CCC(C(=O)NNc3ccccc3)(OC1=O)C2(C)C (stereo unspecified)	i	i	i	i	i	i	-3.3	-0.6	i	i	i
COc1ccc(NC(=O)CSc2nc3ccccc3c(=O)n2CCNC(C)=O)c(OC)c1	i	i	i	i	i	i	-0.4	1.9	i	i	i
Cc1cc(C)cc(NC(=S)NCCc2ccc(S(N)(=O)=O)cc2)c1	i	i	i	i	i	i	-6.3	-0.3	i	i	i
Cc1cccc(C)c1OCC(O)CN1CCc2ccccc2C1 (stereo unspecified)	i	i	i	i	i	i	-1.3	1.4	i	i	i
Cc1ccc(C)c(NC(=O)CN(C)C(=O)CN2C(=O)C3CCCCC3C2=O)c1 (stereo unspecified)	i	i	i	i	i	i	-4.9	0.7	i	i	i
CN(Cc1nc(Cc2cccc(F)c2)no1)CC1CCOCC1	i	i	i	i	i	i	-5.6	-3.1	i	i	i
COC(=O)c1cc2occc2n1Cc1nc(-c2ccccc2F)oc1C	i	i	i	i	i	i	-9.9	-4.0	i	i	i
COc1ccc(CC(=O)NNC(=O)c2ccoc2C)cc1OC	i	i	i	i	i	i	2.7	0.7	i	i	i
COc1ccc(CC2(CO)CCN(Cc3cnc(-c4ccccc4C)nc3)CC2)cc1	i	i	i	i	25*	i	-16.5	.	i	i	i
Clc1ccc(Cc2nc(-c3cccnc3)no2)cc1	i	i	i	i	i	i	2.1	-2.6	i	i	i
CCCC(=O)C1=C(O)C(C(=O)OC)C(C)(C)CC1=Nc1ccc(OC)cc1 (stereo unspecified)	i	i	i	i	i	i	-2.6	1.4	i	i	i
CC(=C\c1ccccc1)/C=C1/SC(=O)N(CCCC(=O)Nc2ccc(C(=O)O)cc2)C1=O	i	i	i	i	i	i	34.1	5.5	i	i	i
COc1ccc(C(=O)COC(=O)Cn2c(C)csc2=O)c(OC)c1	i	i	i	i	i	i	0.6	3.0	i	i	i
COc1ccc(CNCCC(c2ccccc2)c2ccc3c(c2)OCO3)cc1 (stereo unspecified)	i	i	i	i	i	i	-5.3	7.1	i	i	i
Cc1ccc(C(C)C)c(OCC(=O)NNC(=O)Nc2ccccc2)c1	i	i	i	i	i	i	-5.1	6.2	i	i	i
CC(=O)Nc1ccc(S(=O)(=O)NCc2ccc3[nH]c(C)cc3c2)cc1	i	i	i	i	i	i	-8.1	-0.7	i	i	i
